# Screens as filed in PubChem.
# HIV peptide binding: cell-free HIV fusion peptide-binding blockers – biochemical, uHTS, fluorescence dequenching, primary screen (AID 1986); cell-free peptide binding, fluorescence dequenching, 30 min; higher % means a stronger effect; inhibition, % at 20 µM; hits with a dose series show IC50 in µM; 290,000 tested, 0.3% active; in the data active = inhibition mostly above about 52%, no sharp cut-off; inactive = mostly below about 76%; also: some results filed as inactive read as strong as hits
# Myeloid diff MLP: myeloid differentiation induction; ER-HoxA9 myeloid progenitors, lysozyme-GFP differentiation, flow cytometry; calls only at 10 µM; 360,000 tested, 1% active;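 active = normalized GFP-positive differentiation at or above the plate's own cutoff, the solvent-only control mean plus 3 SD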;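 also: cells exposed to compound for four days before flow analysis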
# GPR55 antagonists: GPR55 antagonists blocking LPI-driven arrestin recruitment, primary screen, imaging, U2OS, beta-arrestin-GFP, LPI agonist (AID 2013); U2OS GPR55 beta-arrestin-GFP translocation imaging, LPI antagonism; higher % means a stronger effect; inhibition, % at 10 µM, or IC50 in µM where a hit was titrated; 290,000 tested, 0.13% active;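 active = spots per cell inhibited over 60%, with over 100 cells counted and total cytoplasm intensity under 500,000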;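 also: U2OS cells stably carrying GPR55 and arrestin-GFP stimulated by 5 µM LPI near EC80; imaged beta-arrestin-GFP aggregate spots per cell after agonist stimulation; plate controls were LPI-stimulated DMSO wells for no effect and DMSO wells without LPI for full effect; some results filed as inactive read as strong as hits; confirmed hits need IC50 under 10 µM and bright autofluorescent wells are also inconclusive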
# GPR35 antagonists: GPR35 antagonists blocking zaprinast-driven arrestin recruitment, primary screen, imaging, U2OS, beta-arrestin-GFP, zaprinast agonist (AID 2058); U2OS GPR35 beta-arrestin-GFP translocation imaging, zaprinast antagonism; higher % means a stronger effect; inhibition, % at 10 µM, or IC50 in µM where a hit was titrated; 290,000 tested, 0.052% active;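 active = inhibition of at least 50% with at least 30 cells and total cytoplasm GFP at most 10,000,000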
# KOR beta-arrestin-1: KOR antagonists, beta-arrestin recruitment, cell-based, luminescence, uHTS (AID 1778). 290,000 tested, 0.091% active. KOR beta-arrestin recruitment, luminescence, antagonist mode; higher % means a stronger effect. inhibition, % at 10 µM; hits with a dose series show IC50 in µM; also: strong numbers were not always called active
# KOR beta-arrestin-2: kappa opioid receptor activators – cell-based, luminescence, uHTS, primary screen (AID 1777); 280,000 tested, 0.02% active; activation, % at 10 µM; hits with a dose series show EC50 in µM; KOR beta-arrestin recruitment, luminescence; higher % means a stronger effect; in the data active = activation above about 50%, passing the limit was not always enough; also: a part of the inactive calls stands beside numbers as strong as those of hits
# HEK293 NOD2/NF-kB: NOD2 signaling inhibitors, cell-based, luminescence, uHTS, HEK293 (AID 1566); HEK293 NOD2/NF-kB luciferase reporter, luminescence; higher % means a stronger effect; inhibition, % at 4 µM, or EC50 in µM where a hit was titrated; 290,000 tested, 0.63% active; also: many of its hits are not listed in these tables
# GPR55 beta-arrestin: GPR55 agonists via beta-arrestin recruitment, primary screen, imaging, U2OS cells, beta-arrestin-GFP redistribution (AID 1961); U2OS GPR55 beta-arrestin-GFP redistribution imaging; higher % means a stronger effect; 290,000 tested, 0.048% active; activation, % at 10 µM, or EC50 in µM where a hit was titrated;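 active = activation above 40% with more than 50 cells counted in the well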;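 also: U2OS osteosarcoma cells stably expressing GPR55 and beta-arrestin-GFP; plate controls were DMSO negative control for no effect and LPI positive control for full effect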
# NOD1 NF-kB reporter: NOD1 signaling inhibitors, primary screen, cell-based, luminescence, uHTS (AID 1578). NOD1-driven NF-kB luciferase reporter cells, luminescence; higher % means a stronger effect. inhibition, % at 4 µM; hits with a dose series show EC50 in µM. 290,000 tested, 1% active; in the data active = inhibition mostly above about 36%, no sharp cut-off; inactive = mostly below about 34%;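 also: HEK-293T reporter cells stimulated with the NOD1 agonist gamma-tri-DAP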
# Myeloid diff MLP GFP+ MAC1+ %: further read-out of Myeloid diff MLP, marked with its call; GFP+ MAC1+ double positive, %; measured here: differentiation confirmed by MAC1 staining
# * = called active by the depositor; i = inactive; x = no result given; & = joins results of further samples; [ ] = dose if it differs, or a comment. Rule as the data show it, unless noted: active = inhibition above about 50%; inactive = the rest. The list is partial; rates above refer to the full screens.
SMILES,HIV peptide binding,Myeloid diff MLP,Myeloid diff MLP GFP+ MAC1+ %,GPR55 antagonists,GPR35 antagonists,KOR beta-arrestin-1,KOR beta-arrestin-2,HEK293 NOD2/NF-kB,GPR55 beta-arrestin,NOD1 NF-kB reporter
CCC(=NCc1ccco1)c1c(O)n(-c2ccc(OC)cc2)c(=O)[nH]c1=O,-1.8%,i,1.7,3%,5%,-8%,0.2%,3%,-0.1%,-18%
Cc1c(N=Nc2c(O)n(C)c(=O)n(C)c2=O)c(=O)n(-c2ccccc2)n1C,8.2%,i,0.0,-5%,-13%,14%,-0.2%,-2%,-0.1%,-26%
CCCCCCNC(=O)N[C@H](Cc1ccc(O)cc1)C(=O)NCCC[C@H]1CN2C(=NC[C@H]2CCC)N1CC1CCC1,-0.7%,x,x,-11%,-7%,30%,3.6%,-12%,0.3%,5%
O=C(COc1ccc(Cl)cc1)N(c1ccc(Cl)cc1)C1CN2CCC1CC2 (stereo not given),2.1%,i,0.7,-9%,9%,-20%,1.4%,15%,2.1%,0%
CCCCCCn1c(O)c(C(C)=NC)c(=O)[nH]c1=O,-0.6%,i,5.6,12%,2%,2%,-0.3%,9%,-0.2%,-15%
CCc1cc2c(s1)N(CC(=O)OC)C(=O)CN=C2c1ccccc1OC,-2.2%,i,0.2,7%,10%,-2%[20 µM],-8.9%,8%,0.2%,-16%
Cc1c(C(c2ccc(F)cc2)c2c(O)c3ccccc3oc2=O)c(=O)n(-c2ccccc2)n1C (stereo not given),3.9%,i,0.5,8%,6%,-1%,-2.3%,17%,2.2%,-7%
COc1ccccc1N1CCN(Cc2cccc(Br)c2)CC1,1.1%,i,0.2,1%,-1%,-11%[20 µM],-3.9%,-10%,0.0%,-20%
O=C(CCC(=O)N1C[C@H]2C[C@@H](C1)c1cccc(=O)n1C2)NCc1cccc(C(F)(F)F)c1,1.2%,i,1.6,2%,-3%,-14%[20 µM],4.6%,9%,0.6%,-22%
CCCOc1ccc(C(C)=O)cc1Cc1c(O)[nH]c(=S)[nH]c1=O,5.4%,i,0.2,-10%,7%,-29%,5.6%,-14%,-0.1%,6%
CCN1CCN(Cc2ccc(OC(F)(F)F)cc2)CC1,-1.0%,i,6.7,2%,5%,-33%,5.4%,-10%,0.2%,-4%
CN1CCC2(CC1)N=C(c1ccc(F)cc1)C(=S)N2,-0.2%,i,0.2,4%,-11%,-8%,-3.8%,2%,0.0%,-17%
Cc1ccc(-n2c(C)nc3ccccc3c2=O)c(C)c1,-2.9%,i,0.5,-6%,15%,0%,1.2%,-10%,0.2%,5%
COC(=O)C(O)(c1ccc(N(C)C(=O)c2ccc(Cl)c(Cl)c2)cc1)C(F)(F)F (stereo not given),-1.3%,i,1.5,23%,-2%,-21%,1.0%,-6%,0.8%,-13%
CCOc1ccc(-n2c(O)c(C=NCCN3CCNCC3)c(=O)[nH]c2=O)cc1,-0.3%,i,0.8,1%,-7%,-30%,0.1%,8%,0.3%,5%
COc1ccc(NS(=O)(=O)c2ccc(OCC(=O)N3CCN(C)CC3)cc2)cc1Cl,-1.3%,i,1.0,14%,-10%,26%,-4.3%,-14%,-0.1%,-18%
CC(=O)Nc1cc(C(=O)N2CCC3(CC2)OCCO3)ccc1S(=O)(=O)c1ccc(C)cc1,-2.2%,i,0.3,0%,6%,-7%,5.7%,53%*,0.2%,6%
O=C(CF)NC(NC(=S)Nc1ccccc1O)C(Cl)(Cl)Cl (stereo not given),14%,i,1.4,6%,8%,-58%[20 µM],x,-6%,0.4%,-18%
O=S(=O)(NC1CN2CCC1CC2)c1ccc(Cl)cc1 (stereo not given),0.8%,i,0.2,-2%,1%,8%,0.3%,9%,-0.4%,-33%
N#CC1=C(N)Oc2c(c(=O)oc3ccccc23)C1c1ccc([N+](=O)[O-])o1 (stereo not given),22%,i,0.8,-7%,13%,-4%[20 µM],-1.8%,4%,0.2%,-11%
CN(C(=O)c1ccc(Cl)nc1)C1(c2ccccc2Cl)CCCCC1=O (stereo not given),-0.4%,i,0.3,25%,-4%,13%,-8.1%,18%,-0.1%,-2%
CN(c1ccc(OCC(=O)N2CCN(C/C=C/c3ccccc3)CC2)cc1)S(=O)(=O)c1cccs1,-0.3%,i,0.7,3%,9%,-10%,3.4%,25%,-0.3%,15%
CCCCCCC(=O)c1c(O)n(-c2ccc(OC)cc2)c(=O)[nH]c1=O (tested in a mixture with another compound),0.1%,i,0.6,12%,-4%,28%,-0.9%,9%,-0.1%,2%
Cc1cccc(C(O)(C(=O)NNC(=O)CN2CCN(C)CC2)c2cccc(C)c2)c1,0.0%,i,0.4,8%,-1%,19%,1.1%,10%,-0.2%,-34%
CCCCn1c(O)c(C=NCCN2CCCCC2)c(=O)[nH]c1=O,0.9%,i,1.2,6%,-12%,-20%,-0.5%,1%,-0.2%,0%

# Another view of part of the listing above:
O=C(COc1ccc(Cl)cc1)N(c1ccc(Cl)cc1)C1CN2CCC1CC2 (stereo not given)
  HIV peptide binding: 2.1%; Myeloid diff MLP: i; Myeloid diff MLP GFP+ MAC1+ %: 0.7; GPR55 antagonists: -9%; GPR35 antagonists: 9%; KOR beta-arrestin-1: -20%; KOR beta-arrestin-2: 1.4%; HEK293 NOD2/NF-kB: 15%; GPR55 beta-arrestin: 2.1%; NOD1 NF-kB reporter: 0%

CCCCCCn1c(O)c(C(C)=NC)c(=O)[nH]c1=O
  HIV peptide binding: -0.6%; Myeloid diff MLP: i; Myeloid diff MLP GFP+ MAC1+ %: 5.6; GPR55 antagonists: 12%; GPR35 antagonists: 2%; KOR beta-arrestin-1: 2%; KOR beta-arrestin-2: -0.3%; HEK293 NOD2/NF-kB: 9%; GPR55 beta-arrestin: -0.2%; NOD1 NF-kB reporter: -15%

# The list goes on.
SMILES,HIV peptide binding,Myeloid diff MLP,Myeloid diff MLP GFP+ MAC1+ %,GPR55 antagonists,GPR35 antagonists,KOR beta-arrestin-1,KOR beta-arrestin-2,HEK293 NOD2/NF-kB,GPR55 beta-arrestin,NOD1 NF-kB reporter
CC(C)CC12CN3CCN(CC(C3)/C1=N/O)C2,-0.8%,i,1.3,3%,9%,-17%,-3.3%,4%,-0.1%,2%
NC(=O)CN1C2CCC1CC(NC(=O)C1CC1)C2 (stereo not given),-2.2%,i,0.5,-7%,17%,-16%,-4.5%,3%,0.1%,-4%
CN(C)C(=O)Oc1ccc2c(c1)O/C(=C\c1cccc(Cl)c1)C2=O,0.9%,i,0.3,14%,7%,-19%,-2.8%,8%,-0.1%,-1%
Cc1cc(C)nc(NC2=NCCS2)n1,-2.3%,i,1.1,9%,-6%,-9%,2.7%,0%,-0.1%,-2%
COc1ccc(CC2C(=O)NC(=O)N(c3ccccc3)C2=O)c(OC)c1 (stereo not given),21%,i,8.9,7%,-11%,-3%,-5.0%,2%,-0.1%,-13%
Cc1nn(Cc2ccccc2)c(C)c1C(=O)NCc1ccccc1,0.5%,i,0.0,-11%,12%,-12%,2.6%,5%,-0.7%,-31%
O=C(Cc1ccccc1)N1CCN(Cc2cccnc2)CC1,1.4%,i,1.1,-5%,-8%,-30%,-0.6%,14%,-0.1%,-1%
CCSc1nnc([C@@H](N)Cc2ccccc2)o1,-3.9%,i,1.8,-9%,16%,-74%,-1.9%,-36%,0.2%,14%
COc1cccc(C2(O)CCN(CC(=O)Nc3nc(C)cs3)CC2)c1,-1.3%,i,0.2,3%,2%,-55%[20 µM],-3.2%,-15%,0.2%,-55%
O=c1[nH]c(=S)[nH]c(O)c1N=Nc1ccc(SC(F)F)cc1,19%,i,0.6,-11%,12%,29%,-0.4%,-84%,-0.2%,-11%
CCCCCn1cc(C(=O)C(=O)N2CCOCC2)c2ccccc21,0.8%,i,2.9,2%,-15%,-18%,8.4%,-10%,-0.1%,8%
O=C(O)C1CN2CCC1CC2 (stereo not given),0.4%,i,0.5,2%,1%,-15%,0.8%,-4%,-0.3%,-17%
CCOc1ccc(-n2c(O)c(N=Nc3ccc([N+](=O)[O-])cc3)c(=O)[nH]c2=O)cc1,0.6%,i,0.6,-4%,5%,8%[20 µM],-8.9%,26%,-0.1%,-18%
CCOc1ccc(N2C(=O)NC(=O)/C(=C\c3cc(OC)c(OC)cc3[N+](=O)[O-])C2=O)cc1,39%,i,0.8,7%,15%,x,-4.2%,25%,-0.2%,-15%
COc1ccc(N2C(=O)NC(=O)C(CCc3ccncc3)(CCc3ccncc3)C2=O)cc1,-1.1%,i,3.3,-8%,11%,-8%,-2.1%,13%,0.4%,-38%
CCOC(=O)c1c(NC(=O)C(c2ccccc2)c2ccccc2)sc2c1C1CCN2CC1,0.1%,i,1.0,28%,1%,18%,-1.0%,17%,0.0%,30%
C[C@]12CC[C@H]3C(CCC4(O)CC(O)CC[C@]34C=O)C1=CC[C@H]2c1ccc(=O)oc1 (stereo not given in full),0.1%,i,0.5,-4%,29%,-97%,0.5%,11%,-0.1%,60%*
COc1ccc(N=Cc2c(O)n(-c3ccc(C)cc3)c(=O)[nH]c2=O)cc1,1.0%,i,0.2,0%,0%,-13%,-3.2%,8%,-0.1%,-39%
CN1CCN(c2nc([N+](=O)[O-])nn2C)CC1,-0.3%,i,0.8,7%,-4%,-3%,-2.4%,4%,0.1%,-15%
CNS(=O)(=O)c1ccc(N=Cc2c(O)n(-c3cccc(C)c3)c(=O)[nH]c2=O)cc1,112%,i,0.6,7%,4%,-4%,-1.5%,16%,-0.2%,-27%
CCc1c(C)nc(N)nc1N1N=C1SCC(N)=O,-1.1%,i,1.8,15%,14%,-35%,4.0%,-3%,0.2%,-6%
COc1ccccc1CN1CCN(Cc2ccc(Cl)cc2)CC1,-0.1%,i,0.5,24%,10%,-1%,-7.8%,21%,-0.3%,-14%
CC(=O)Nc1cc([As](=O)(O)O)ccc1O,-3.2%&0.3%,i,2.3,21%&3%,-3%&5%,6%&-10%,-2.5%&3.3%,9%&-6%,-0.1%&-0.1%,30%&10%
COc1ccc(C)cc1NC(=O)N1CCC2(CC1)OCCO2,0.3%,i,0.6,5%,0%,-17%,-6.3%,6%,0.4%,-28%
CCCCN1C(=O)NC(=O)C2(Cc3c(nc4ccccn4c3=O)N3CCc4ccccc4C32)C1=O (stereo not given),17%,i,0.5,8%,5%,-6%,12%,13%,0.2%,-5%
COc1ccc2c(CN3CC=C(c4ccccc4)CC3)cc(=O)oc2c1,-1.1%,i,1.1,13%,-9%,2%,-5.1%,7%,0.0%,-24%
COc1ccc(OC)c(-n2c(O)c(C=Nc3c(C)n(C)n(-c4ccccc4)c3=O)c(=O)[nH]c2=O)c1,-1.8%,i,0.1,6%,-7%,-33%,0.1%,8%,-0.2%,-19%
COc1ccc(OC)c(-n2c(O)c(C=NCc3ccc4c(c3)OCO4)c(=O)[nH]c2=O)c1,-1.9%,i,1.3,13%,-1%,-12%,6.4%,5%,0.3%,22%
CC(=O)c1c(C)[nH]c(C(=O)N2CCC3(CC2)OCCO3)c1C,3.2%,i,0.4,18%,16%,1%,3.3%,8%,0.2%,-29%
